Source: PubChem (Broad Institute)
U2OS ROS induce = inducers of reactive oxygen species in cancer cells; ROS induction (% of piperlongumine), % at 10 µM; U2OS ROS induction, H2DCF-DA fluorescence; hit rate 2% among 46,000; in the data active means ROS induction above about 79%, passing the limit was not always enough;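 further: 0% = DMSO vehicle median and 100% = reference compound median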
* hit, by the source's call.

SMILES | U2OS ROS induce
Cc1noc(C)c1NC(=O)Nc1cccc2c1O[C@@H](CN(C)Cc1ccccc1)[C@H](C)CN([C@@H](C)CO)C2=O | 2.7
O=C(CSc1nnc(-c2ccccc2O)n1-c1ccccc1)Nc1cccc(C(=O)O)c1 | -1.0
O=CNc1nonc1NC(=O)c1ccccc1Cl | -9.3
COc1ccc(S(=O)(=O)Nc2ccc(Br)c3cccnc23)c([N+](=O)[O-])c1 | -3.1
COC(CNC(=O)c1cnn2c(C)c(Cc3c(C)cc(C)cc3C)c(C)nc12)OC | 55.8
C[C@H]1CN([C@@H](C)CO)C(=O)Cc2cc(NC(=O)C3CCCCC3)ccc2O[C@@H]1CN(C)C(=O)Nc1ccc2c(c1)OCO2 | 10.5
C[C@H](CO)N1C[C@H](C)[C@H](CN(C)S(C)(=O)=O)Oc2c(NC(=O)C3CC3)cccc2C1=O | 0.0
CCC(C)NC(=O)C1CCC(=O)N1CCc1ccccc1 (stereo unspecified) | -8.4
CC(C(=O)Nc1ccccc1Br)N(c1ccc(Cl)cc1)S(C)(=O)=O (stereo unspecified) | -4.4
C[C@H](CO)N1C[C@H](C)[C@@H](CN(C)S(=O)(=O)c2cn(C)cn2)Oc2c(NS(=O)(=O)c3ccccc3)cccc2C1=O | -7.6
C[C@H]1CN([C@@H](C)CO)C(=O)c2cccc(NC(=O)c3ccncc3)c2O[C@H]1CN(C)C(=O)Nc1ccc(F)cc1 | -7.0
CC(C)NC(=O)Nc1ccc2c(c1)C(=O)N([C@H](C)CO)C[C@H](C)[C@H](CN(C)S(=O)(=O)c1ccc(F)cc1)O2 | -1.1
N#Cc1c(-c2ccccc2)nc(SCCN2C(=O)c3ccccc3C2=O)[nH]c1=O | -10.0
Cc1cc2ncn(C(C)c3ccccc3)c2cc1C (stereo unspecified) | -3.7
Cc1ccc(S(=O)(=O)Nc2ccc3c(c2)C(=O)N([C@H](C)CO)C[C@H](C)[C@@H](CN(C)Cc2ccncc2)O3)cc1 | -0.3
Cc1sc(NC(=O)COc2ccccc2)c(C(N)=O)c1-c1ccccc1 | 0.0
N#C/C(C(N)=O)=C1/CCc2ccccc2N1 | -4.2
COc1ccc(S(=O)(=O)N(C)C[C@@H]2Oc3ccc(NC(=O)Nc4ccc(C(F)(F)F)cc4)cc3C(=O)N([C@H](C)CO)C[C@@H]2C)cc1 | -7.7
Cc1ccc(-n2c(SCC(=O)Nc3ccc4c(c3)OCCO4)nnc2-c2ccco2)cc1 | 6.3
C=C(C)[C@H]1C[C@@]2(C)C(=CC1=O)CC[C@@H](O)[C@@H]2C | -0.2
CC(C)NC(=O)N(C)C[C@H]1Oc2ccc(NS(C)(=O)=O)cc2C(=O)N([C@H](C)CO)C[C@H]1C | -13.7
Cc1ccc(S(=O)(=O)N(C)C[C@H]2Oc3ccc(NC(=O)Nc4ccc(C(F)(F)F)cc4)cc3C(=O)N([C@H](C)CO)C[C@@H]2C)cc1 | -2.9
O=CNC1c2ccccc2Oc2ccccc21 | -11.3
C[C@@H]1CN([C@H](C)CO)C(=O)Cc2cc(NC(=O)Nc3ccccc3)ccc2O[C@@H]1CN(C)Cc1ccc(C(=O)O)cc1 | 5.6
C[C@@H]1CCCCO[C@H](CN(C)S(=O)(=O)c2cccs2)[C@@H](C)CN([C@H](C)CO)C(=O)c2cc(NS(C)(=O)=O)ccc2O1 | 14.3
CC(Oc1ccc(Cl)cc1Cl)C(=O)Nc1cccc(Cl)c1N1CCOCC1 (stereo unspecified) | -9.7
C[C@@H]1CN([C@H](C)CO)C(=O)c2cc(NC(=O)CCCN(C)C)ccc2O[C@@H]1CN(C)Cc1ccc(C(=O)O)cc1 | -7.4
CC(C)(C)c1ccc(OCC(=O)NCc2ccccn2)c(Br)c1 | -10.3
O=C(NCCO)c1cccc(Nc2nc(-c3ccccc3)c3cc(Cl)ccc3n2)c1 | 26.5
COc1ccc(S(=O)(=O)Nc2ccc3c(c2)C(=O)N([C@H](C)CO)C[C@H](C)[C@H](CN(C)C)OCCCC[C@@H](C)O3)cc1 | -6.1
CC1(C)Cc2cccc(C(=O)Nc3ccc(C(F)(F)F)cc3)c2O1 | 44.7
COc1ccc(NC(=O)Nc2ccc3c(c2)C(=O)N([C@H](C)CO)C[C@@H](C)[C@@H](CN(C)Cc2ccc(C(=O)Nc4ccccc4N)cc2)O3)cc1 | 23.0
C[C@H]1CN([C@@H](C)CO)C(=O)c2cc(NC(=O)Nc3ccc(C(F)(F)F)cc3)ccc2O[C@@H]1CN(C)C(=O)Nc1ccc2c(c1)OCO2 | 30.6
N#Cc1ccc(NC(=O)CSc2ccc([N+](=O)[O-])cn2)cc1 | -12.1
O=C(/C=C/c1ccccc1)O[C@@H]1O[C@H](CO)[C@@H](O)[C@H](O)[C@H]1O | 8.1
O=C(NO)c1ccc(C(=O)N/N=C/c2ccc3c(c2)CCO3)cc1 | -9.7
COc1cc2c(cc1O)C(C1CC1)N(Cc1cc3c(cc1Br)OCO3)CC2 (stereo unspecified) | 14.4
C[C@@H]1CN([C@@H](C)CO)C(=O)c2cc(NC(=O)Nc3ccc(F)cc3)ccc2O[C@H]1CN(C)S(=O)(=O)c1ccccc1 | -8.7
Cc1noc(C)c1NC(=O)N(C)C[C@H]1Oc2c(cccc2N(C)C)C(=O)N([C@@H](C)CO)C[C@H]1C | -15.1
Cc1ccc(S(=O)(=O)Nc2ccc3c(c2)C(=O)N([C@@H](C)CO)C[C@@H](C)[C@H](CN(C)Cc2ccc(Oc4ccccc4)cc2)O3)cc1 | 14.0
CCc1cccc(NC(=O)CSc2c(C)n[nH]c2C)c1 | -5.0
Nc1nc(SCC(=O)c2ccc(Cl)cc2Cl)n[nH]1 | -6.4
Cc1cc(C(=O)Nc2cccc3c2O[C@@H](CN(C)S(=O)(=O)c2cccs2)[C@@H](C)CN([C@@H](C)CO)C3=O)n(C)n1 | 1.3
C[C@H](CO)N1C[C@H](C)[C@@H](CN(C)Cc2ccc(-c3ccccc3)cc2)Oc2c(NS(=O)(=O)c3cccs3)cccc2C1=O | 88.6*
C[C@@H]1CN([C@@H](C)CO)C(=O)CCCn2cc(nn2)CO[C@H]1CN(C)C(=O)OCc1ccccc1 | 30.3
C[C@H](CO)N1C[C@H](C)[C@H](CN(C)Cc2ccc(C(=O)O)cc2)Oc2ccc(NC(=O)CCC(F)(F)F)cc2CC1=O | -8.1
Cn1c(Cn2c(=O)sc3ccccc32)nnc1SCC(=O)NCc1ccccc1Cl | 4.1
C[C@@H]1CCCCO[C@@H](CN(C)C(=O)CCCN(C)C)[C@@H](C)CN([C@H](C)CO)C(=O)c2cc(NC(=O)CCC(F)(F)F)ccc2O1 | 34.3
C[C@H](CO)N1C[C@H](C)[C@H](CN(C)Cc2ccc(C(F)(F)F)cc2)Oc2c(NC(=O)c3cnccn3)cccc2C1=O | 22.5
COc1c(O)cc2occ(-c3ccccc3O)c(=O)c2c1O | -10.4
C[C@@H]1CCCCO[C@@H](CN(C)CC2CCCCC2)[C@@H](C)CN([C@H](C)CO)C(=O)c2cc(NC(=O)Nc3ccc(C(F)(F)F)cc3)ccc2O1 | 28.6
O=C(CC1NC(=O)NC1=O)Nc1cccc(C(F)(F)F)c1 (stereo unspecified) | 7.9
COc1ccc(S(=O)(=O)Nc2ccc3c(c2)CC(=O)N([C@H](C)CO)C[C@H](C)[C@H](CN(C)CC2CCCCC2)O3)cc1 | -1.3
Cc1noc(C)c1S(=O)(=O)Nc1cccc2c1O[C@@H](CN(C)CC1CC1)[C@@H](C)CN([C@H](C)CO)C2=O | -6.5
COc1ccc(NC(=O)Nc2ccc3c(c2)C(=O)N([C@H](C)CO)C[C@H](C)[C@H](CN(C)S(=O)(=O)c2ccc(Cl)cc2)OCCCC[C@@H](C)O3)cc1 | 65.5
CNC[C@H]1OCc2cn(nn2)CCCC(=O)N([C@H](C)CO)C[C@@H]1C | 33.5
C[C@H](CO)N1C[C@H](C)[C@H](CN(C)S(=O)(=O)c2ccccc2)Oc2ccc(NC(=O)c3ccncc3)cc2CC1=O | 7.8
COc1ccc(CN(C)C[C@@H]2Oc3ccc(NC(=O)Cc4ccccc4)cc3C(=O)N([C@@H](C)CO)C[C@H]2C)cc1 | 3.4
Cc1ccc(S(=O)(=O)Nc2ccc3c(c2)C(=O)N([C@H](C)CO)C[C@H](C)[C@@H](CN(C)Cc2ccc(C(=O)O)cc2)O3)cc1 | -6.0
Cc1noc(C)c1S(=O)(=O)Nc1ccc2c(c1)CC(=O)N([C@H](C)CO)C[C@@H](C)[C@@H](CN(C)Cc1ccc(Cl)c(Cl)c1)O2 | 13.0

(list continues)
SMILES	U2OS ROS induce
CC(C)NC(=O)Nc1ccc2c(c1)CC(=O)N([C@@H](C)CO)C[C@H](C)[C@H](CN(C)Cc1ccc(Oc3ccccc3)cc1)O2	0.8
COc1ccc(C2C(C(=O)NC3CCCCCC3)CCC(=O)N2c2ccc(OC)cc2)cc1 (stereo unspecified)	-22.1
Cc1oc(C(C)(C)C)cc1C(=O)NCc1csc(-c2cccs2)n1	-3.6
COc1cc2c(cc1OC)-c1c(C#N)c(-c3ccc(C)cc3)c(C(=O)c3cccs3)n1CC2	19.3
O=C(CSc1n[nH]c(-c2ccc(Cl)cc2Cl)n1)Nc1cc(C(F)(F)F)ccc1Cl	-1.4
Cc1noc(C)c1NC(=O)Nc1ccc2c(c1)C(=O)N([C@@H](C)CO)C[C@H](C)[C@@H](CN(C)S(=O)(=O)c1cccs1)O2	-3.7
Cc1noc(C)c1NC(=O)N(C)C[C@@H]1OCCCC[C@@H](C)Oc2ccc(NC(=O)CCCCCC(=O)Nc3ccccc3N)cc2C(=O)N([C@H](C)CO)C[C@@H]1C	-6.1
Cc1noc(C)c1S(=O)(=O)Nc1ccc2c(c1)C(=O)N([C@H](C)CO)C[C@@H](C)[C@@H](CN(C)S(=O)(=O)c1ccc(F)cc1)O2	4.7
CNC[C@H]1Oc2ccc(NS(=O)(=O)c3ccc(Cl)cc3)cc2CC(=O)N([C@@H](C)CO)C[C@H]1C	-4.2
C[C@@H]1CCCCO[C@H](CN(C)Cc2ccccc2)[C@@H](C)CN([C@H](C)CO)C(=O)c2cc(NC(=O)Nc3ccc4c(c3)OCO4)ccc2O1	8.1
C[C@@H]1CCCCO[C@@H](CN(C)C(=O)Nc2ccc(C(F)(F)F)cc2)[C@@H](C)CN([C@H](C)CO)C(=O)c2cc(NC(=O)Nc3ccc(F)cc3)ccc2O1	65.8
O=C1OC(CN2CCOCC2)CN1/N=C/c1ccc([N+](=O)[O-])o1 (stereo unspecified)	-7.8
Cc1ccc(N(CC(=O)Nc2cc(Cl)ccc2C)S(C)(=O)=O)cc1C	-1.1
C[C@@H]1CN([C@@H](C)CO)C(=O)c2cccc(NC(=O)C3CCOCC3)c2O[C@@H]1CN(C)S(=O)(=O)c1cn(C)cn1	-15.0
Cc1c(-c2ccccc2)nc2sc3c(c2c1N)CCCC3	91.7*
Cc1noc(C)c1NC(=O)Nc1cccc2c1O[C@H](CN(C)CC1CCCCC1)[C@H](C)CN([C@@H](C)CO)C2=O	46.5
COc1ccc(/C=C2/NC(=O)NC2=O)cc1	-21.6
COc1ccc(CN(C)C[C@@H]2Oc3ccc(NS(=O)(=O)c4ccc(Cl)cc4)cc3C(=O)N([C@H](C)CO)C[C@H]2C)cc1	1.2
C[C@H]1CN([C@@H](C)CO)C(=O)Cc2cc(NS(=O)(=O)c3ccccc3)ccc2O[C@@H]1CN(C)S(C)(=O)=O	-4.3
O=C(CCN1CCCCC1)Nc1ccc(Cl)cc1	-11.4
C[C@H](CO)N1C[C@H](C)[C@@H](CN(C)S(=O)(=O)c2ccc(F)cc2)Oc2ccc(NS(=O)(=O)c3cccs3)cc2C1=O	-3.5
C[C@@H]1CN([C@@H](C)CO)C(=O)c2cccc(NC(=O)Nc3ccc4c(c3)OCO4)c2O[C@@H]1CN(C)S(=O)(=O)c1cccs1	2.5
Cc1ccccc1NC(=O)CC1NCCNC1=O (stereo unspecified)	18.3
COc1cc(N)c(C#N)cc1OC	10.2
CC1=CC(c2ccccc2)=C(C#N)C(=S)C1CC(=O)c1cccs1 (stereo unspecified)	-0.2

Copied from the list:
In U2OS ROS induce, `Cc1ccc(N(CC(=O)Nc2cc(Cl)ccc2C)S(C)(=O)=O)cc1C` shows -1.1
In U2OS ROS induce, `COc1cc(N)c(C#N)cc1OC` shows 10.2

Quoted at random: four records from the list.
SMILES	U2OS ROS induce
Cc1ccc(N(CC(=O)Nc2cc(Cl)ccc2C)S(C)(=O)=O)cc1C	-1.1
CC1=CC(c2ccccc2)=C(C#N)C(=S)C1CC(=O)c1cccs1 (stereo unspecified)	-0.2
CC(C)NC(=O)Nc1ccc2c(c1)CC(=O)N([C@@H](C)CO)C[C@H](C)[C@H](CN(C)Cc1ccc(Oc3ccccc3)cc1)O2	0.8
COc1ccc(C2C(C(=O)NC3CCCCCC3)CCC(=O)N2c2ccc(OC)cc2)cc1 (stereo unspecified)	-22.1

Next part
SMILES	U2OS ROS induce
Cc1ccc(S(=O)(=O)Nc2cccc3c2O[C@H](CN(C)C(=O)NC(C)C)[C@@H](C)CN([C@@H](C)CO)C3=O)cc1	-1.1
CNC[C@H]1Oc2ccc(NS(C)(=O)=O)cc2CC(=O)N([C@H](C)CO)C[C@H]1C	8.9
O=C(c1ccccc1C(=O)N1CCCCC1)N1CCCCC1	0.9
COc1ccc(NC(=O)CSc2nc3ccccc3c(=O)n2-c2ccc(C)cc2)c(OC)c1	29.9
COCc1cc(C)n(CC(=O)Nc2cc(Cl)ccc2OC)c(=O)c1C#N	-7.9
Cc1noc(C)c1NC(=O)Nc1ccc2c(c1)C(=O)N([C@@H](C)CO)C[C@H](C)[C@H](CN(C)Cc1ccc(C(=O)Nc3ccccc3N)cc1)O2	3.9

In the list so far, these have an NH in an aromatic ring:
SMILES	U2OS ROS induce
N#Cc1c(-c2ccccc2)nc(SCCN2C(=O)c3ccccc3C2=O)[nH]c1=O	-10.0
CCc1cccc(NC(=O)CSc2c(C)n[nH]c2C)c1	-5.0
Nc1nc(SCC(=O)c2ccc(Cl)cc2Cl)n[nH]1	-6.4
O=C(CSc1n[nH]c(-c2ccc(Cl)cc2Cl)n1)Nc1cc(C(F)(F)F)ccc1Cl	-1.4

Not all compounds are listed. The share of hits here may be higher or lower than overall.
